# Screening results as filed in PubChem.
# NOD2-RIPK2 inh: inhibitors of human NOD2-RIPK2 interaction | inhibition, % at 4.98 µM | O43353 | CHO BLA complementation NOD2-RIPK2, CCF4 ratio | actives 0.38% (n = 360,000); in the data active means inhibition above about 21%;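 further: 0% = vehicle only and 100% = reference blocker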
# LMP1 NFkB inh: inhibitors of Epstein-Barr LMP1-induced NF-kappaB reporter; LMP1-induced NF-kappaB luciferase reporter cells, luminescence; inhibition, % at 12.5 µM; actives 0.69% (n = 350,000); in the data active means inhibition above about 41%;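 further: 0% = neutral control wells and 100% = reference inhibitor control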
# TRAIL sens C8: sensitizes caspase-8 expressing cells to TRAIL; NB7+C8 cells + TRAIL, ATPlite viability luminescence; inhibition (viability loss, TRAIL sensitization), % at 10 µM; actives 1% (n = 360,000); AID 624354;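 active means compounds causing at least 50% loss of cell viability in the single-dose screen, relative to plate controls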
# SRC3 inh: human NCOA3 inhibition | Q9Y6Q9 | HEK293 GAL4-SRC3 luciferase reporter, luminescence | AID 588352 | inhibition, % at 3.6 µM | actives 0.17% (n = 360,000);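 active means inhibition above a per-campaign cutoff, the mean of all compounds plus 3 SD, cut at about 60% in these data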;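 further: 0% = DMSO-treated cells and 100% = gossypol-treated cells at 36 µM; higher means less SRC3-driven luciferase light from the GAL4 reporter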
# SRC2 inh: human SRC2 (NCOA2) inhibition; HEK293 GAL4-SRC2 luciferase reporter, luminescence; actives 0.17% (n = 370,000); inhibition, % at 9 µM;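 active means inhibition above the mean inhibition of all tested compounds plus 3 SD, set per campaign, cut at about 52% in these data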;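 further: 0% = DMSO treated cells and 100% = cells given Gossypol at 36 µM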
# TROY NFkB inh: TROY signaling inhibition; Q293 LMP1-TROYcd NF-kB luciferase reporter, 4 h; inhibition, % at 10 µM; actives 0.98% (n = 360,000);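 active means compounds whose plate-normalised and pattern-corrected inhibition of the luciferase reporter signal at the single screening dose is 50% or more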
# TWEAK Fn14 block: TWEAK-Fn14 signaling inhibition; TWEAK-stimulated Fn14 reporter cells, luciferase luminescence, 8 h; inhibition, % at 10 µM; actives 2% (n = 360,000); AID 1159606; in the data active means inhibition above about 50%
# TLR9-MyD88 inh: inhibitors of human TLR9-MyD88 binding. AID 504734. inhibition, % at 4.98 µM. actives 0.21% (n = 340,000). CHO BLA complementation TLR9-MyD88, CCF4 FRET ratio;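 active means inhibition above the mean over all tested compounds plus 3 SD, cut at about 21% in these data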;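 further: 0% = DMSO only wells and 100% = clavulanate BLA inhibitor control wells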
# LRH-1 inv ag: suppresses constitutive activity of human LRH-1; O00482; HEK293T StAR-luciferase reporter, LRH-1 transfected, 24 h; inhibition, % at 3.6 µM; actives 0.13% (n = 360,000); AID 602396;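 active means inhibition above the mean inhibition of all tested compounds plus 3 SD, cut at about 73% in these data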;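 further: 0% = DMSO wells and 100% = reporter-only cells lacking LRH-1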
# SRC1 inh: inhibitors of human steroid receptor coactivator 1 (SRC1). Q15788. inhibition, % at 3.6 µM. HEK293 GAL4-SRC1 luciferase reporter, luminescence. AID 588354. actives 0.12% (n = 360,000);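 active means inhibition above the campaign mean plus 3 SD, with each screening campaign given its own cutoff, cut at about 60% in these data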;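 further: 0% = DMSO treated cells and 100% = gossypol at 36 µM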
# NR2F2 inh: inhibitors of human COUP-TFII (NR2F2) | actives 0.7% (n = 370,000) | inhibition, % at 8.6 µM | P24468 | HEK293T NGFI-A luciferase reporter, luminescence;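 active means inhibition above a per-plate cutoff, mean inhibition of test wells between control levels plus 3 SD, cut at about 38% in these data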;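 further: cells cotransfected with COUP-TFII expression vector driving the NGFI-A reporter; 0% = median of COUP-TF2 test wells and 100% = reporter-only cells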
# Active calls of the source: *; . = not tested or not shown. An excerpt. The share of hits here may be higher or lower than overall.
SMILES,NOD2-RIPK2 inh,LMP1 NFkB inh,TRAIL sens C8,SRC3 inh,SRC2 inh,TROY NFkB inh,TWEAK Fn14 block,TLR9-MyD88 inh,LRH-1 inv ag,SRC1 inh,NR2F2 inh
CCc1ccc(S(=O)(=O)NCCOc2cccc3cccnc23)cc1,-8,4,-13,-3,-12,-9,-1,0,1,6,-2
COc1ccc(OC(=O)c2ccc3nsnc3c2)cc1,-3,-11,27,18,16,-38,6,1,-2,8,-2
CCCn1c(SCC(=O)NNC(=O)c2ccc(OC)cc2)nnc1C(C)C,-11,-3,-6,-3,5,15,12,8,16,5,-18
CCOC(=O)c1c(C)[nH]c(C)c1C(=O)COC(=O)c1cccc(S(=O)(=O)NC)c1,-4,4,18,22,7,-4,11,0,-2,-23,-8
CC(=O)Nc1ccc(NC(=O)[C@@H]2CCCC[C@@H]2C(=O)O)cc1,6,1,0,-2,-9,4,7,0,0,-7,-15
COc1ccc(CCNC(=O)C2CCN(S(=O)(=O)c3ccc(F)cc3)CC2)cc1,-1,8,-21,0,0,16,-11,3,-5,7,2
CCn1cc(CN(C)S(=O)(=O)c2ccc3ccccc3c2)c(C)n1,-12,23,26,30,-4,20,38,7,45,-1,51*
CCOC(=O)C1C(c2ccccc2O)NC(=O)NC1(O)C(F)(F)F (stereo unspecified),5,1,-15,-32,8,-3,11,11,12,8,-3
CCN1C(=O)[C@H]2[C@@H](c3ccc(-c4ccc(C(C)=O)cc4)cc3)N[C@@](Cc3ccccc3)(C(=O)OC)[C@H]2C1=O,7,-8,18,-18,4,5,2,-12,-11,-2,-1
CSc1ccc(-c2sc(Nc3ccccc3)n[n+]2-c2ccccc2)cc1,-5,4,32,-91,.,-94,-38,-2,-100,-111,.
O=C(CSc1ccc([N+](=O)[O-])cn1)Nc1ccc(N2CCOCC2)cc1,-8,3,-9,-4,-6,1,-15,-1,26,-12,2
COc1cc(F)ccc1-c1csc(C(C)(O)c2ccccc2)n1 (stereo unspecified),-12,.,-6,0,-8,-1,14,.,15,7,-20
O=C(NCCOc1ccccc1)c1cc(S(=O)(=O)N2CCOCC2)ccc1F,-18,.,-6,-3,-7,-10,-10,6,17,-20,-17
COc1cc(-c2noc(C3CCCN(S(=O)(=O)c4cccc(Cl)c4)C3)n2)cc(OC)c1OC (stereo unspecified),-19,9,-6,-9,-13,7,10,-2,8,3,13
CCN=C1S/C(=C\c2cn(CC(=O)NCc3ccco3)c3ccccc23)C(=O)N1CC,6,3,-3,-53,-8,2,9,11,16,-17,7
Cc1ccc2c(c1)N1C(=O)c3ccccc3C1C1=C(CC(C)(C)CC1=O)N2 (stereo unspecified),-14,-9,4,32,-15,-37,-2,-1,3,-18,-2
Cc1cc(C(=O)COC(=O)c2ccc[nH]c2=O)c(C)n1CCc1ccc(F)cc1,-3,-6,-11,3,-14,1,4,-2,22,-22,8
CCCCCc1ccc(S(=O)(=O)Nc2cc(C)ccn2)cc1,4,9,5,12,15,10,-2,3,-2,-33,-2
CN(CC(=O)Nc1ccc(Cl)cc1)C(=O)c1ccc(NS(=O)(=O)c2ccc3[nH]c(=O)[nH]c3c2)cc1,-21,-3,-8,6,3,2,10,5,12,9,-3
COc1cc(CC(=O)NCC(C)(C)N2CCOCC2)cc(OC)c1OC,38*,-4,-4,2,14,8,42,-4,-23,-2,-13
CC(C)Oc1ccc(/C(O)=C2/C(=O)C(=O)N(CCCn3ccnc3)C2c2cccnc2)cc1 (stereo unspecified),3,-35,-23,6,-1,-8,-4,3,6,8,6
CCNC(=O)NC(=O)CSc1ccc(S(=O)(=O)N2CCCCC2)cn1,-1,1,9,11,-17,-8,2,10,3,7,20
COCCCNC(=O)c1ccccc1SC,1,-1,-4,8,-16,9,10,-5,-3,9,-4
Cc1c(/C=N/NC(=O)c2ccc3c(c2)OCO3)cnn1C,-9,4,28,-32,1,-51,4,6,-36,-14,-21
COc1ccc(C(=O)Nc2ccnn2C2CCN(C3CCC3)CC2)cc1,-9,-15,16,4,-9,8,-14,-13,-2,26,9

# Compounds from the list above containing two or more sulfur atoms, in the order listed:
SMILES,NOD2-RIPK2 inh,LMP1 NFkB inh,TRAIL sens C8,SRC3 inh,SRC2 inh,TROY NFkB inh,TWEAK Fn14 block,TLR9-MyD88 inh,LRH-1 inv ag,SRC1 inh,NR2F2 inh
CSc1ccc(-c2sc(Nc3ccccc3)n[n+]2-c2ccccc2)cc1,-5,4,32,-91,.,-94,-38,-2,-100,-111,.
CCNC(=O)NC(=O)CSc1ccc(S(=O)(=O)N2CCCCC2)cn1,-1,1,9,11,-17,-8,2,10,3,7,20

# (cont.)
SMILES,NOD2-RIPK2 inh,LMP1 NFkB inh,TRAIL sens C8,SRC3 inh,SRC2 inh,TROY NFkB inh,TWEAK Fn14 block,TLR9-MyD88 inh,LRH-1 inv ag,SRC1 inh,NR2F2 inh
O=C(O)c1cccc(C(=O)Cc2ccccc2)c1,-14,-5,-7,-11,-13,.,-1,9,-48,-6,3
O=C(NCc1ccccn1)C(=O)Nc1cc2c3c(c1)CC(=O)N3CCC2,-3,-2,-15,4,-10,14,0,-8,18,-51,-15
CC1CCCN(C(=S)Nc2ccc(F)cc2)C1 (stereo unspecified),3,11,-4,-12,-10,16,-4,6,-10,-7,-11
Cc1ccc(N=C2C(=O)Nc3ccc(Br)cc32)cc1,5,-2,6,-27,-16,12,-5,2,2,0,6
CC1CCc2sc(C(=O)N3CCN(c4ncccn4)CC3)cc2C1 (stereo unspecified),-5,-1,3,10,-30,-38,-1,-11,6,-3,-4
CCOC(=O)C1CN(S(=O)(=O)c2ccccc2)c2cc(S(=O)(=O)CC)ccc2O1 (stereo unspecified),9,0,-1,-5,-4,-2,-5,0,-18,-10,2
COC(=O)[C@]12CCCCC=C1N(CCc1ccc(OC)c(OC)c1)C(=O)[C@H](CC(=O)NCCCCc1ccccc1)C2,-6,.,-9,.,-26,.,.,.,-26,.,-28
COc1ccc(C(=O)Nc2c(N)nc(SCC(=O)Nc3ccc(NC(C)=O)cc3)[nH]c2=O)cc1OC,-10,-3,-5,12,-20,18,2,-2,0,0,7
COc1ccccc1NS(=O)(=O)c1cc(NC(=O)c2ccccc2C)ccc1N1CCOCC1,-9,6,-9,13,10,9,15,2,3,-3,-91
NC(=O)NC(CC(=O)NNC(=O)c1ccccn1)c1ccc(Cl)cc1 (stereo unspecified),-6,-2,27,-2,2,-15,-6,-7,10,-16,10
Cc1ccccc1NS(=O)(=O)c1ccc(OCCNS(C)(=O)=O)cc1,-3,-2,3,25,8,6,-14,-5,15,3,12
N#Cc1cccc(S(=O)(=O)NCC(=O)OCC(=O)c2ccc[nH]2)c1,-2,-1,-8,7,-1,-2,-11,3,-11,-10,-38
CC(=O)c1ccc(N2CCN(C(=O)c3ccc(Cn4c(=S)[nH]c5ccc(N6CCOCC6)cc5c4=O)cc3)CC2)cc1,0,-2,14,-29,-21,0,-17,-7,-28,-37,9
Cc1ccc(S(=O)(=O)N2CCCCC2)cc1NC(=O)c1ccc2ccccc2n1,4,-16,-9,-11,2,-3,-3,-6,7,-15,2
Cc1nnsc1C(=O)NNC(=O)Nc1ccccc1,-4,0,1,12,-9,-12,10,4,5,-6,-8
COc1ccc(C2=C3C(=O)OCC3Cc3ncn(Cc4ccccc4)c32)cc1 (stereo unspecified),12,0,-21,-3,-7,-7,-27,-7,18,1,-21
CCc1ccc(NC(=O)c2ccc(F)c(S(=O)(=O)N(CC)c3ccccc3)c2)cc1,-9,-1,24,22,-1,9,3,-6,-29,26,10
Cn1nc(-c2ccccc2)c(CSc2cccc(Cl)c2)c1Cl,1,4,6,2,-4,18,20,-2,-9,8,-11
Nc1nnn(CC(=O)N/N=C/c2ccco2)n1,-4,-6,-4,13,16,19,-2,-4,-3,-20,0
O=C(Nc1cccc(C(=O)N2CCCC2)c1)C1CC1,-8,-8,-22,12,-38,-13,8,-12,3,-13,-11
O=C(NC1CCCc2ccccc21)C1CCN(S(=O)(=O)c2cnc[nH]2)CC1 (stereo unspecified),2,-10,-8,21,-6,16,5,3,3,-3,-3
CCCC12CN3CC(C)(CN(C1)C31C(=O)Nc3ccc(C)cc31)C2=O (stereo unspecified),-9,16,7,-5,-9,6,3,-3,19,-16,15
O=C(COc1ccc2ccccc2c1Br)NCc1ccccn1,0,2,4,-9,-20,-38,-15,-1,-3,-27,2
Cc1ccccc1CSc1nnc(-c2ccccc2)c(=O)[nH]1,-4,5,-3,-2,-14,-17,7,0,-4,-28,-18
CC(=O)c1ccc(N2CCN(C(=O)Cn3cnc(S(=O)(=O)N4CCCCC4)c3)CC2)cc1,-5,-6,-11,6,-18,-29,-6,3,15,-1,-11

# Some entries already given, showing only TLR9-MyD88 inh, SRC1 inh and NR2F2 inh:
smiles,TLR9-MyD88 inh,SRC1 inh,NR2F2 inh
Cc1nnsc1C(=O)NNC(=O)Nc1ccccc1,4,-6,-8
NC(=O)NC(CC(=O)NNC(=O)c1ccccn1)c1ccc(Cl)cc1 (stereo unspecified),-7,-16,10

# (listing goes on)
SMILES,NOD2-RIPK2 inh,LMP1 NFkB inh,TRAIL sens C8,SRC3 inh,SRC2 inh,TROY NFkB inh,TWEAK Fn14 block,TLR9-MyD88 inh,LRH-1 inv ag,SRC1 inh,NR2F2 inh
CCN(CC)CCN(C(=O)CN1C(=O)c2ccccc2C1=O)c1nc2cc3c(cc2s1)OCO3,-12,-9,3,18,-12,-28,-9,-7,0,-9,-9
O=C(NCC(=O)N1CCCCCC1)c1ccc(Br)cc1,-3,-6,6,-31,-28,-14,-28,-1,-56,-18,0
CNC(=O)/C(=C/c1ccc2c(c1)OCO2)NC(=O)c1ccc(Br)cc1,0,-3,-5,8,-7,-1,6,-4,2,5,-6
CCc1ccc(N(C(=O)c2snc(C(N)=O)c2N)C(C(=O)NC2CCCC2)c2ccncc2)cc1 (stereo unspecified),2,-11,-1,-10,-17,11,16,-9,-32,-38,-7
COc1ccc(/C=C2\SC(=S)N(CCC(=O)N3CCCCC3)C2=O)cc1,-7,6,-5,-2,21,14,50*,3,14,-2,6
CCCn1c(N)c(C(=O)CN2CCN(S(=O)(=O)c3cccc(Cl)c3)CC2)c(=O)[nH]c1=O,-1,3,-2,6,15,2,-24,0,10,4,-7
COc1ccccc1C(=O)N1CCN(Cc2ccc3c(c2)OCO3)CC1,-5,19,8,4,-18,3,-28,-15,4,16,-8
COC(=O)c1ccc(C2c3[nH]c4ccccc4c3C[C@H]3C(=O)N(C)CC(=O)N23)cc1 (stereo partly specified),9,-6,-7,11,-15,21,6,-4,3,15,-21
COc1ccc(NC(=O)C(NS(=O)(=O)c2cccs2)C(C)C)cc1Cl (stereo unspecified),0,-2,4,7,6,-16,4,2,14,-5,-4
O=C(NCCN1CCOCC1)c1ccc(/C=C2\Sc3ccccc3N(Cc3ccccc3F)C2=O)cc1,1,1,20,2,12,34,40,-11,14,5,-1
O=[N+]([O-])c1cccc(C2=NC(c3ccccc3)CO2)c1 (stereo unspecified),-12,-18,1,-56,-52,-58,-32,-4,-28,-53,-3
O=C(CCNS(=O)(=O)c1cccs1)NCc1ccco1,11,5,4,-4,-9,-3,3,3,-1,8,-2
COc1ccc2c(c1OC)C(=O)N(c1nccs1)C2,2,-33,10,-65,-31,.,16,1,-78,-92,-17
O=C(COC(=O)c1ccccc1NC(=O)c1ccccc1)c1ccc([N+](=O)[O-])cc1,-5,4,-3,1,-13,-14,-42,4,0,-1,-6
